From PubChem
PTHR1 ag – qHTS for PTHR1 Agonists: Primary Screen. Potency, µM (highest dose often 115 µM), for the others: at the top dose activation, hits mostly activators. HEK293 GP2 PTHR1 cells, GloSensor cAMP luminescence, 1 h. hit rate 0.075% among 410,000; further: potency means the concentration at half of the fitted maximal effect; nearly all actives have a fitted effect of over 55% in size; some results filed as inactive show a strong effect at the top dose; inactives centre near -15; many of its hits are not listed in these tables
Target sequence (Q03431 whole entry, looked up): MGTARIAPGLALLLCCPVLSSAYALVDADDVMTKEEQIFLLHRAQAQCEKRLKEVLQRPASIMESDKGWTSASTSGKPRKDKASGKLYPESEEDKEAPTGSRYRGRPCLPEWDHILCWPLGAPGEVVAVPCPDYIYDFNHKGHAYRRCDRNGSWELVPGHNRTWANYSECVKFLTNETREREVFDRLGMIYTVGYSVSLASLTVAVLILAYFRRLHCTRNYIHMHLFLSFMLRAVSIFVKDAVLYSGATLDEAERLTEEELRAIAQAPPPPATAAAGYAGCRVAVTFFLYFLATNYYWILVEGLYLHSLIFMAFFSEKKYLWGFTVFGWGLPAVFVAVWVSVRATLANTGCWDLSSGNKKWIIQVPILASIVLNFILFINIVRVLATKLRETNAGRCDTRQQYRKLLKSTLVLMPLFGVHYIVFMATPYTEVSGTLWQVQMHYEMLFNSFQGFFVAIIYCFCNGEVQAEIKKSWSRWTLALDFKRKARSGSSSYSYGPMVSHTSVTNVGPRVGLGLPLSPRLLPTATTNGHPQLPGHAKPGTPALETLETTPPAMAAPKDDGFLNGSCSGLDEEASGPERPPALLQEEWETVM
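HEK-293-derived GP2 cells expressing PTHR1 and a GloSensor cAMP reporter, 3,000/well, plated overnight, given luciferin plus IBMX (each 0.5 mM as added) for 1 h at 37 °C, then compound for 1 h at 37 °C. Luminescence was read after 15 min at room temperature.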
EPAC1 ag – qHTS for Agonist of cAMP-regulated guanine nucleotide exchange factor 3 (EPAC1): primary screen; Rap guanine nucleotide exchange factor 3 (Homo sapiens), O95398; EPAC1 agonist qHTS, biochemical assay; response scale: 100% = response to 6.5 mM cAMP; Potency, µM (doses to about 154 µM), without a hit: at the highest dose activation, actives largely listed as activators; hit rate 0.073% among 360,000; AID 720707, 2013; further: potency means the concentration at half of the fitted maximal effect; nearly all actives have a fitted effect of over 60% in size
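EPAC1 100 nM, Rap1B–BODIPY-GDP 250 nM, unlabeled GDP 50 uM; compound titration; 5 min RT; kinetic read ex480/em540 at 5-min intervals ×30 min; data normalized to 6.5 mM cAMP agonist control.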
GLP1R ag – qHTS of GLP-1 Receptor Agonists | Glucagon-like peptide 1 receptor (Homo sapiens), P43220 | HEK293 GLP-1R CRE-luciferase, luminescence, 4-6 h; cells express a hypersensitive GLP-1R form | Potency, µM (titrated, usually from 45.6 µM), for the others: at the top dose activation, actives largely listed as activators | hit rate 0.007% among 380,000; further: potency means the concentration at half of the fitted maximal effect; % of control where 0% means no effect
PI5P4K alpha inh – qHTS for Inhibitors of phosphatidylinositol 5-phosphate 4-kinase (PI5P4K); Phosphatidylinositol 5-phosphate 4-kinase type-2 alpha (Homo sapiens), P48426; PI5P4Kalpha enzyme, ADP-Glo luminescence, 60 min; active compounds read low; max response, %; hit rate 1.2% among 330,000; active means max response of -50% or lower; inconclusive means between -30% and -50%; inactive means -30% or higher; further: value at the top dose of about 77 µM; on the % scale 0 is the no-effect control and ±100 the full control effect
Target sequence (P48426 whole entry, looked up): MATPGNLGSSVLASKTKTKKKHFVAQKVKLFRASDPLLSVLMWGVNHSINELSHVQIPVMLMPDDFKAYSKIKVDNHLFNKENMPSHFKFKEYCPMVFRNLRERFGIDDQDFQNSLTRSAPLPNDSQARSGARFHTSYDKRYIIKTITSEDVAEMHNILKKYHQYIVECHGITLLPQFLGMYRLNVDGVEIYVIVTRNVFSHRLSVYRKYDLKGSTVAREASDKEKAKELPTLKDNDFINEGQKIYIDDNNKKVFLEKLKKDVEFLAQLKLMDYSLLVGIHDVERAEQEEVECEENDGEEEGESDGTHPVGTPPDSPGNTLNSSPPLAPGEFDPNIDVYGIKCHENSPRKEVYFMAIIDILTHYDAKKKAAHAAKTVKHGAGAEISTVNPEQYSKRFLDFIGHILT
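ADP-Glo luminescence end-point after a 60 min room-temperature kinase reaction. PI5P4Kalpha and substrate in HEPES pH 7.4 buffer with EGTA, 0.1% CHAPS and 5% DMSO; ATP at 5 microM final.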
EPAC1 antag – qHTS for Antagonist of cAMP-regulated guanine nucleotide exchange factor 3 (EPAC1): primary screen; Rap guanine nucleotide exchange factor 3 (Homo sapiens), O95398; EPAC1 GEF assay, Rap1b-BODIPY-GDP exchange fluorescence; Potency, µM (doses to about 115 µM), for inactives: top-dose activity change, negative = inhibition, actives largely listed as inhibitors; hit rate 0.14% among 360,000;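 further: potency means the concentration at half of the fitted maximal effect; plate controls were vehicle for no effect and positive control for full effect; nearly all actives have a fitted effect of over 50% in size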
PLK1 PBD block – qHTS for Inhibitors of PLK1-PDB (polo-like kinase 1 - polo-box domain): Primary Screen; Serine/threonine-protein kinase PLK1 (Homo sapiens), P53350; Potency, µM, for the others: max response, negative = inhibition, hits mostly inhibitors; hit rate 2.8% among 360,000; Plk1 PBD binding of FITC phosphopeptide, fluorescence polarization; further: potency means the concentration at half of the fitted maximal effect; series mostly up to about 57 µM; on the % scale 0 is the no-effect control and ±100 the full control effect; nearly all actives have a fitted effect of over 65% in size
GLP1R cytotox – qHTS of GLP-1 Receptor Inverse Agonists: Cytotox Screen; HEK293 cAMP-luciferase reporter cells, luminescence, 24 h; Potency, µM (titrated, usually from 38.3 µM), for the others: at the highest dose activity change, negative = inhibition, hits mostly inhibitors; hit rate 0.13% among 410,000; AID 624418, 2012;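 further: loss of luciferase light is scored as toxicity; potency means the concentration at half of the fitted maximal effect; on the % scale 0 is the no-effect control and ±100 the full control effect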
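Here, cytotoxicity is scored as loss of luminescence. The MLSMR collection was tested on cells seeded in medium containing 10% Nu serum, with a 24 hr compound exposure preceded by 12 hours of culture.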
IL-2 act – qHTS of IL-2 Activators; activation, % (series mostly up to about 46 µM); IL-2 activation reporter assay, cell-based qHTS; stimulated with anti-CD3/CD4/CD28 beads; in transgenic mouse T cells; hit rate 0.065% among 360,000; in the data active means activation above about 50%; inconclusive means mostly about 30% to 49%; further: 0% is about no effect
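Unstimulated transgenic mouse T cells, 750 per well, received compound and, after 60 minutes, anti-CD3/anti-CD4 bead plus anti-CD28 stimulation. EGFP and DsRed were quantified after 18 hours.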
GLP-1R inv ag – qHTS of GLP-1 Receptor Inverse Agonists (Inhibition Mode). Glucagon-like peptide 1 receptor (Homo sapiens), P43220. HEK293 GLP-1R CRE-luciferase, luminescence, 24 h; GLP-1R form is constitutively active. Potency, µM (titrated, usually from 38.3 µM), for inactives: at the highest dose activity change, negative = inhibition, most hits filed as inhibitors. hit rate 1.6% among 410,000. AID 624417, 2012; further: potency means the concentration at half of the fitted maximal effect; on the % scale 0 is the no-effect control and ±100 the full control effect; nearly all actives have a fitted effect of over 55% in size
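HEK293 cells stably co-expressing a cAMP-responsive luciferase reporter and constitutively active GLP-1R were seeded, incubated 12 h, then exposed to compounds for 24 h at 37 C. Luminescence was read 12 min after detection reagent; inverse agonists lower signal.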
Active calls of the source: *; i = inactive; ? = inconclusive; · = no result given; [ ] = another dose, or the depositor's remark. Unless noted, the call rests on the fitted dose curve; in most records, active means well fitted curve in the direction sought with a large enough effect; inconclusive means small, poorly fitted or top-dose-only effect, or another doubt; inactive means no such curve, though single readings can be large; an effect the other way counts as inactive or inconclusive. These rows are one share of the data. The share of hits here may be higher or lower than overall.

SMILES	PTHR1 ag	EPAC1 ag	GLP1R ag	PI5P4K alpha inh	EPAC1 antag	PLK1 PBD block	GLP1R cytotox	IL-2 act	GLP-1R inv ag
Cn1c(NCC(O)CO)nc2c1c(=O)n(Cc1ccc(Cl)c(Cl)c1)c(=O)n2C (stereo not drawn)	-10%	3%	3%	5	-13%	-3%	-5%	0.5	19%
O=C1c2ccccc2C(=O)c2c1cccc2N(CCO)CCO	-10%	3%	11%	-3	-21%	-21%	-34%	-0.6	36%[activator]
CCC(C)Oc1cccc(C(=O)Nc2ccccc2N2CCOCC2)c1 (stereo not drawn)	i	13%	8%	4	-5%	-2%	-13%	-1.7	?
O=C(NC1CCCN(C2Cc3ccccc3C2)C1)c1ccc(F)cc1Cl (stereo not drawn)	i	5%	7%	1	9%	-2%	1%	-2.9	-7%
COC(=O)C1=C(C(=O)OC)[C@@H]2N(Cc3ccccc3)c3ccccc3[C@@]23C[C@@H](C(=O)OC)N=C3N1	i	5%	11%	3	-3%	2%	7%	0.6	12%
C#CCOCCOCCOCCNc1nc(N2CCN(C(=O)[C@H](CCCCN)n3cc(C(N)CC(C)C)nn3)CC2)nc(N2CCN(C(=O)[C@H](CCC(=O)O)n3cc(C(N)[C@H](C)CC)nn3)CC2)n1 (stereo partly drawn)	i	9%	-4%	3	14%	-10%	-13%	3.6	7%
CCN(CC)c1ccc(/C=C(/C#N)C(=O)NC(C)C)o1	-7%	13%	12%	-15	12%	40%[activator]	3%	3.7	37%[activator]
COc1cc(CC(=O)OCC(=O)NC2CCCCC2C)cc(OC)c1OC (stereo not drawn)	8%	-10%	3%	1	-1%	-5%	0%	0.5	-6%
Cc1c(Cl)cccc1NC(=O)CN1CCN(CCN=CC2=C(O)CC(c3ccccc3)CC2=O)CC1 (stereo not drawn)	-30%	1%	4%	0	4%	-4%	2%[7.66 µM]	1.3	-2%[7.66 µM]
CC[C@@]1(C(=O)OC)N[C@H](CN(C)S(=O)(=O)c2ccc(C(C)(C)C)cc2)[C@@H]2C(=O)N(Cc3ccccc3)C(=O)[C@@H]21	-13%	-6%	-1%	8	9%	4%	2%	0.7	6%
Cc1cnc(C(=O)Oc2ccc(-c3ccccc3)cc2)cn1	-19%	-5%	5%	-10	-17%	-15%	0%	0.4	34%
CCOc1ccc(NC(=O)c2ccc(NC(=O)c3cn4c5c(c(N6CCN(C)CC6)c(F)cc5c3=O)OCC4C)cc2)cc1 (stereo not drawn)	i	-7%	-1%	-12	-10%	12%	6%	0.6	-22%
NC(=O)C(c1ccc(Cl)cc1)c1ncc(C(F)(F)F)cc1Cl (stereo not drawn)	i	1%	-5%	-3	7%	-3%	1%	-5.0	0%
CN(c1ccc(C(=O)Nc2cccnc2)cc1)S(=O)(=O)c1ccccc1	-4%	5%	5%	7	-11%	-10%	-5%	1.6	-18%
CCCCCCc1c(C)c2ccc(OCC(=O)N[C@@H](Cc3ccccc3)C(=O)O)cc2oc1=O	-22%	-24%	11%	1	?	?	-5%	0.1	11%
O=C(NCc1ccccc1)c1n[nH]nc1-c1ccccc1O	i	4%	6%	·	3%	-9%	19%	0.1	-6%
CC(C(=O)OCC(=O)c1cccc([N+](=O)[O-])c1)N1C(=O)C2C3C=CC(C3)C2C1=O (stereo not drawn)	i	-4%	0%	-1	-14%	0%	9%	-2.5	3%
Cc1onc(-c2ccccc2Cl)c1-c1nc(-c2ccncc2)no1	-21%[57.5 µM]	8%	?	2	-4%	3%	18%	-0.7	?
O=C1NC(=O)c2c(NC(=O)C3CCCO3)cccc21 (stereo not drawn)	-1%[57.5 µM]	-7%	8%	·	15%	0%	-6%	0.0	-15%
CSc1ccc(CN2C(=O)NC3(CCCCC3)C2=O)cc1	-4%	-3%	11%	2	8%	-10%	-1%	0.8	-2%
Cc1c(Br)c([N+](=O)[O-])nn1C(C)C(=O)N1CCCc2ccccc21 (stereo not drawn)	-25%	9%	-4%	·	4%	-5%	-22%	-0.5	10µM*
COC(=O)c1cc(-c2ccccc2)n[nH]1	i	-10%	3%	-5	-4%	0%	-3%	-0.3	67%[activator]
Cc1ccc(S(=O)(=O)N2CCOCC2)cc1C(=O)Nc1ccccc1N1CCOCC1	-93%[inhibitor]	-6%	4%	6	-6%	3%	1%	0.0	10%
CCn1c(SCC(=O)N2CCCCC2)nc(O)cc1=O	-5%	-3%	-7%	-5	7%	-4%	0%	-1.8	9%
Cn1c(=O)c2c(ncn2CC(=O)OCC(=O)NCCc2ccccc2)n(C)c1=O	i	-2%	-2%	-2	13%	-7%	1%	-1.2	4%

Pulled by compound from above (3):
SMILES	PTHR1 ag	EPAC1 ag	GLP1R ag	PI5P4K alpha inh	EPAC1 antag	PLK1 PBD block	GLP1R cytotox	IL-2 act	GLP-1R inv ag
O=C1NC(=O)c2c(NC(=O)C3CCCO3)cccc21 (stereo not drawn)	-1%[57.5 µM]	-7%	8%	·	15%	0%	-6%	0.0	-15%
Cc1cnc(C(=O)Oc2ccc(-c3ccccc3)cc2)cn1	-19%	-5%	5%	-10	-17%	-15%	0%	0.4	34%
CCn1c(SCC(=O)N2CCCCC2)nc(O)cc1=O	-5%	-3%	-7%	-5	7%	-4%	0%	-1.8	9%

New compounds follow:
SMILES	PTHR1 ag	EPAC1 ag	GLP1R ag	PI5P4K alpha inh	EPAC1 antag	PLK1 PBD block	GLP1R cytotox	IL-2 act	GLP-1R inv ag
CCOC(=O)N1CCC(N2CCCC(CO)(Cc3cccc(OC)c3)C2)CC1 (stereo not drawn)	i	-11%	-2%	1	4%	-4%	10%	-0.5	8%
COC(=O)[C@@]12C[C@@H](CC(=O)N3CCOCC3)C(=O)N(Cc3ccc4c(c3)OCO4)C1=CCC(C)(C)C2	-3%	3%	·	2	-3%	-9%	3%	0.7	6%
C[C@H]1CN([C@@H](C)CO)C(=O)CCCn2nncc2CO[C@H]1CN(C)C(=O)Nc1cccc(Oc2ccccn2)c1	-10%	-8%	18%	4	?	-24%	-2%	-2.4	-11%
Cc1cc2cc(CNC(=O)Nc3cccc(Cl)c3)ccc2n1C	-17%	-9%	5%	2	-1%	-6%	1%	-0.9	-3%
CCOc1ccc(NS(=O)(=O)c2cc(C(=O)NCCCN3CCOCC3)ccc2C)cc1	i	-19%	-3%	17	-8%	6%	3%	0.7	-14%
Cc1ccc(S(=O)(=O)N2CCCN(C(=O)CNC(=O)c3ccccc3)CC2)cc1	i	6%	-29%	-1	1%	-2%	12%	2.5	-21%
COc1ccc(CCNC(=O)c2cc3c(=O)n4ccccc4nc3n(CCCN3CCOCC3)c2=N)cc1	i	-4%	-5%	-5	19%	-1%	8%	-0.6	2%
Cc1ccc(-c2ccc(C3=CC(=O)CC(C)(C)C3=O)cc2)cc1	-10%	5%	5%	1	7%	-1%	0%	-0.3	5%
O=C(C[C@@H]1C/C=C\C[C@@H](Cc2ccc(F)cc2)C(=O)OC[C@@H](Cc2ccccc2)NC1=O)N[C@H](CO)Cc1ccccc1	i	-9%	1%	-9	-8%	0%	-14%	-0.5	4%
N#Cc1ccc(CSc2nnc(-c3c[nH]c4ccccc34)n2-c2ccccc2)cc1	-42%[inhibitor]	4%	7%	-1	-24%	-10%	-28%	-1.2	6.3µM*
Cc1cc(Br)ccc1NC(=O)CNC(=O)c1ccc(-n2cncn2)c([N+](=O)[O-])c1	-14%	-5%	-7%	-2	10%	-2%	5%	-3.3	3%
CC(OC(=O)/C=C/c1ccc2ccccc2n1)C(=O)Nc1ccc(S(N)(=O)=O)cc1 (stereo not drawn)	-2%	5%	-3%	-21	-1%	-6%	16%	19	13%
CN1C(=O)CSc2ccc(NC(=O)N3CCN(c4ccccn4)CC3)cc21	-54%[inhibitor]	-10%	-6%	-4	-7%	-2%	-21%	0.2	22%
COc1cccc(C2=NN(C(=O)CCCC(=O)O)C(c3cccs3)C2)c1 (stereo not drawn)	-25%	8%	3%	-6	-2%	5%	2%	-1.3	16%
CC(Sc1nnc(-c2cccs2)n1-c1ccccc1)C(=O)NCc1ccco1 (stereo not drawn)	-6%	12%	-3%	-3	11%	-9%	-18%	-0.8	?
COc1ccccc1CC(=O)N1CCN(C(=O)c2ccco2)CC1	0%	3%	-2%	3	4%	-13%	-7%	-0.4	14%
CC(OC(=O)CN1C(=O)NC2(CCCC2)C1=O)C(=O)Nc1cccc(Cl)c1Cl (stereo not drawn)	i	-8%	9%	2	11%	-1%	1%	-5.2	3%
O=C(O)c1cc(S(=O)(=O)Nc2cccc(S(=O)(=O)N3CCCC3)c2)ccc1Cl	-7%	7%	4%	2	-15%	-5%	12%	-2.2	10%
Cc1ccc(C(C)C)cc1S(=O)(=O)NCc1ccccn1	i	0%	-1%	0	-9%	5%	-8%	0.2	10%
CN(C)S(=O)(=O)c1cccc(NC(=O)CNCc2ccccn2)c1	i	10%	-5%	1	0%	-7%	10%	-2.2	22%
Cc1cccc(-c2nnc(SCC3CNC(=O)O3)n2-c2ccc(Cl)cc2)c1 (stereo not drawn)	-9%	-3%	10%	-3	-5%	-1%	2%	3.4	-14%
CC(=O)Nc1ccc(SCC(=O)c2ccc(Br)s2)cc1	-25%	-3%	20%	-24	-15%	4.7µM*	-2%	-1.1	7%
COc1ccccc1C(=O)NCCC(=O)NNC(=O)c1ccccc1O	i	3%	0%	-3	5%	0%	-1%	-0.2	-11%
O=C1COc2ccc(C(=O)COC(=O)CCc3ccc(S(=O)(=O)N4CCOCC4)cc3)cc2N1	i	1%	-5%	4	-12%	2%	-7%	0.1	-1%
